F-actin modifier – cytoskeleton assembly modification | HUVEC TNFa F-actin phalloidin imaging, high content | inhibition, % at 2 µM | 91,000 compounds, 0.18% hits | AID 836;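 active means inhibition above the batch mean plus 3 SD and confirmed as a hit by visual image inspection, cut at about 30% in these data, passing the limit was not always enough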; further: strong numbers were not always called active
ERa coact inh – blocks coactivator binding to human estrogen receptor alpha | P03372 | TR-FRET ER-alpha LBD / SRC-1 peptide, estradiol-bound | inhibition, % at 25.6 µM | 86,000 compounds, 1.7% hits; in the data active means inhibition above about 50%;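 further: 0% = receptor plus peptide control and 100% = peptide only without receptor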
FAK inh – blocks human focal adhesion kinase activity; Q05397; biochemical FAK kinase activity assay; inhibition, %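 (tested at 7 µM)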; 97,000 compounds, 0.84% hits; AID 727; in the data active means inhibition above about 19%;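 further: 0% = DMSO and 100% = reference compound high control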
Target sequence (Q05397 whole entry, looked up): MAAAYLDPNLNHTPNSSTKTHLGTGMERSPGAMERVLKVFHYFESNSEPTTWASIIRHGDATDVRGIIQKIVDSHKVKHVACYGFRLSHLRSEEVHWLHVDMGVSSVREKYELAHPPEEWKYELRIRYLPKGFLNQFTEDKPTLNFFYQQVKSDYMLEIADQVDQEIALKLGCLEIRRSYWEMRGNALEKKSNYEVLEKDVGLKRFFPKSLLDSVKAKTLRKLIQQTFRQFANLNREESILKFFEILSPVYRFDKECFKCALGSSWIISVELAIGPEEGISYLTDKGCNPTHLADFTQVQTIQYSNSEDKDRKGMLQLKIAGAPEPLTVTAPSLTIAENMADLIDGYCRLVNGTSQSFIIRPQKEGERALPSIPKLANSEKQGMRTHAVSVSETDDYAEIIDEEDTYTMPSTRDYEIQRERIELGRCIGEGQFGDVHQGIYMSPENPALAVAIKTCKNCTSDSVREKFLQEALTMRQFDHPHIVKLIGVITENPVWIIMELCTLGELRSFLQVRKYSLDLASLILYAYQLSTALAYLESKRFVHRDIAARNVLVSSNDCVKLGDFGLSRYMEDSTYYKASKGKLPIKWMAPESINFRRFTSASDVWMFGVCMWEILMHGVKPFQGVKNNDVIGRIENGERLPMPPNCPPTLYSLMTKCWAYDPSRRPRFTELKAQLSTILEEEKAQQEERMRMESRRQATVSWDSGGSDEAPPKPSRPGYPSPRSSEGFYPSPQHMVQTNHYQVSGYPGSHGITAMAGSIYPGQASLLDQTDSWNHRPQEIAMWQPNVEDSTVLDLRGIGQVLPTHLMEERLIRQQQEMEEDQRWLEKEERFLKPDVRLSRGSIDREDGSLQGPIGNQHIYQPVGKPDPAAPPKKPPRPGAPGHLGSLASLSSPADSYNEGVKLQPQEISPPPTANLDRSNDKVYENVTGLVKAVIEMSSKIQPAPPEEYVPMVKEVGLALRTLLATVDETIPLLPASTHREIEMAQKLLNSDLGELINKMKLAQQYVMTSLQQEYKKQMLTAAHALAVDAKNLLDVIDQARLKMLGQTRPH
PTPN22 act – LYP (human) phosphatase activation. 96,000 compounds, 0.11% hits. recombinant LYP, DiFMUP fluorescence; 0 = plate median, 100 = signal doubled. AID 697. Q9Y2R2. activation, % at 2 µM;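 active means activation at 2 µM above a set limit, the mean plus 5 SD, cut at about 37% in these data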
HUVEC tox TNFa – HUVEC cytotoxicity counter-screen, TNF alpha stimulated; AID 848; cell count reduction, % at 2 µM; HUVEC TNFalpha-stimulated, Hoechst cell count, imaging; 93,000 compounds, 0.17% hits;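 active means cell count reduction exceeding the screen mean by over 5 SD, scaled to untreated wells per plate, cut at about 78% in these data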;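 further: cells counted after 24 h of TNF alpha exposure following the 1 h pretreatment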
IL1B cytotox – toxic to HUVEC cells under IL-1B stimulation; HUVEC cell count loss, Hoechst imaging, IL-1B stimulated; cell count reduction, % at 2 µM; 94,000 compounds, 0.41% hits;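 active means cell count reduction more than 3 SD above the screen-wide mean, cut at about 70% in these data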;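 further: normalized per plate to untreated control cells as the no-loss baseline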
LYP inh 2 – LYP (human) phosphatase inhibition; Q9Y2R2; recombinant LYP catalytic domain, DiFMUP fluorescence; inhibition, % at 2 µM; 96,000 compounds, 0.21% hits; AID 640;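 active means inhibition at 2 µM at or above a set limit, the screen mean plus 3 SD, cut at about 24% in these data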;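 further: 0% = DMSO with enzyme and 100% = enzyme fully blocked by orthovanadate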
VCAM1 TNFa inh – reduces TNF alpha induced VCAM1 expression in HUVEC. HUVEC TNFa-induced VCAM-1 immunofluorescence, high-content imaging. inhibition, % at 2 µM. 95,000 compounds, 0.48% hits;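 active means inhibition above the batch mean plus 3 SD, with images confirmed as a hit by eye, cut at about 37% in these data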;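 further: 0% = TNF-stimulated DMSO wells and 100% = unstimulated control wells; not every result past the cut was called active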
Pyk2 oligo antag – Pyk2 (human) oligomerization antagonism; Q14289; Q293 cells, Pyk2 FERM NanoBiT luminescence; hits give low values; z-score (the deposit names both 25 µM and 10 µM); 99,000 compounds, 0.83% hits;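 active means Z-score of -3 or lower, scaled per plate to the spread of control and sample wells; inactive means z-score above -3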;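 further: negative z-score means lost luminescence so less FERM oligomerization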
* hit, by the source's call; / = not tested or not shown; [ ] = another dose, or the depositor's remark. The order is random; any-hit rate near 3.8%.

SMILES	F-actin modifier	ERa coact inh	FAK inh	PTPN22 act	HUVEC tox TNFa	IL1B cytotox	LYP inh 2	VCAM1 TNFa inh	Pyk2 oligo antag
O=C(c1ccccc1-c1nc(-c2ccccc2)no1)N1CCOCC1	-7	-11	-1	9	-4	-10	-5	18	0.95
COC(=O)c1cccc(Nc2nc3ccccc3nc2C)c1	-5	-5	-1	0	-26	-22	-2	12	-0.38
COc1ccc(S(=O)(=O)NCCc2csc(-c3cccnc3)n2)cc1	10	-5	-2	-7	-34	1	4	7	/
O=C(CC(=O)Nc1ccccn1)Nc1ccccn1	25	-4	0	-5	-6	2	5	4	-0.04
Cc1ccsc1/C=N/n1cnc2sc(C)c(C)c2c1=O	-4	48	-2	2	0	-46	-4	-4	0.55
C=CCN(CC=C)C(=S)NC(=O)c1ccc(OC)c(Br)c1	/	/	2	-1	-10	9	3	-12	-0.8
O=S(=O)(c1cccc(-c2nc3ccccc3s2)c1)N1CCCC1	-26	-7	6	-6	32	0	4	9	-2.1
COC(=O)c1ccc(CN2CCN(Cc3ccc(C(=O)OC)o3)CC2)o1	47	-18	-2	-2	-38	4	2	6	-0.85
Cc1ccc(N2C(=O)CC(Nc3ccccc3)C2=O)cc1 (configuration not stated)	-6	-6	1	-6	6	2	7	2	0.3
CCC(=O)NCCC(c1ccco1)c1ccccc1OC (configuration not stated)	-12	-7[fluorescence artefact?]	8	-3	-14	2	9	5	-0.42
CCc1cc2c(NCc3ccco3)ncnc2s1	-15	-24	8	5	-22	-24	-7	6	0.68
COc1ccccc1OCCNC(=O)c1ccc(S(=O)(=O)N(C)C)cc1	-19	/	-2	-4	-14	-14	1	-31	1.3
CCc1nnc(NC(=O)CSc2nnc(CSc3nc(C)cc(C)n3)o2)s1	28	0	1	-6	-26	0	3	2	0.95
O=C1C2CC=CCC2C(=O)N1c1cccc(OS(=O)(=O)c2ccc3ccccc3c2)c1 (configuration not stated)	13	/	0	4	-22	9	-4	-14	-1.2
COc1ccc(CN2CCN(C(=O)CN3C(=O)C4C5C=CC(C5)C4C3=O)CC2)c(OC)c1OC (configuration not stated)	-3	/	0	9	-24	-28	-11	-18	1.8
CNC(=O)C1CC(=O)N(Cc2ccc3c(c2)OCO3)C(=Nc2ccc(OC)cc2)S1 (configuration not stated)	6	3	-5	-4	-15	3	2	13	-0.95
O=C(Cc1ccc(S(=O)(=O)N2CCCC2)s1)NC1CCCCCC1	9	/	6	9	-13	-3	-9	1	-0.48
CCS(=O)(=O)c1ccc(S(=O)(=O)CC)s1	15	-5	-3	-4	-29	-12	10	-9	-0.42
COc1ccc(/C(O)=C/c2nc3ccccc3n(-c3ccccc3)c2=O)cc1	5	10[fluorescence artefact?]	-3	1	-22	13	2	-15	0.53
O=C(COC(=O)C1COc2ccccc2O1)NC(=O)Nc1ccc2c(c1)OCCO2 (configuration not stated)	1	0	0	-4	-20	-23	2	0	1.8
COc1ccc(-c2cc(-c3ccc(F)cc3)nc(N3CCN(C)CC3)n2)cc1	/	12[fluorescence artefact?]	-10	3	/	-10	-4	/	2
COc1ccc(Nc2nc(N3CCCC3)nc(N3CCCC3)n2)c(OC)c1	-4	-7	-4	1	1	-4	-1	7	-1.1
CCOC(=O)N=S(=O)(Oc1ccc([N+](=O)[O-])cc1)c1ccccc1 (configuration not stated)	16	-5	1	-3	-9	-2	2	-12	0.75
Cc1cccc(NC(=O)N2CCC(NC(=O)c3ccccc3C)CC2)c1	-13	-5	6	1	2	12	-2	-8	0.06
CC(=O)Nc1ccc(NC(=O)Cn2cnc3c(cnn3C(C)(C)C)c2=O)cc1	2	38	-3	-11	14	37	12	-2	/
Cc1ccc2[nH]c(=O)c(CN(Cc3ccc4c(c3)OCO4)Cc3nnnn3Cc3ccco3)cc2c1	7	4	1	-9	-12	-19	6	11	0.3
CC1(C)CC(=O)C2=C(C1)OC(N)=C(C#N)C2c1ccccc1 (configuration not stated)	/	-8	-1	6	-18	6	-7	2	0.47
C=CCc1cccc(CNc2nc3ccccc3n2CCN2CCOCC2)c1O	2	-7	3	1	-29	-12	0	21	-0.85
Cc1cccc(CSc2nnc(NC(=O)CSc3nnc(C)s3)s2)c1	-21	/	-13	-5	3	-23	7	4	1.5
COc1ccc(-c2nnn(CC(=O)N(C3CCCCC3)C(C)C(=O)NC3CCCC3)n2)cc1OC (configuration not stated)	-17	-6	-3	1	-18	-42	-2	8	0.62
C=CCn1c(SCC(=O)NCc2ccc3c(c2)OCO3)nc2scc(-c3ccc(F)cc3)c2c1=O	13	/	1	1	-29	-12	-3	-8	-0.04
C[N+]1(CCN2C(=O)C3CC=C(Cl)CC3C2=O)CCOCC1 (configuration not stated)	-16	/	-2	4	-6	-24	-7	26	-0.4
COc1ccc(S(=O)(=O)N(CCc2ccccc2)CC(=O)O)cc1C	-10	1[fluorescence artefact?]	-4	6	17	-2	-6	-5	0.67
O=C(COC(=O)c1ccco1)NC1CCCCC1	-4	-5	4	-1	-17	-8	-1	-9	-0.21
Cn1cc(/C=N/n2cnc3sc4c(c3c2=O)CCCC4)c2ccccc21	-15	-25[fluorescence artefact?]	-3	-4	-5	-142	3	11	-0.31
Cc1cc(C(=O)Nc2cccnc2)no1	8	-6	2	-6	4	64	8	10	0.83
Cc1cc(C)n(-c2cc(N3CCN(C(=O)c4ccc(C(C)(C)C)cc4)CC3)ccc2[N+](=O)[O-])n1	9	/	-10	-9	-20	-22	14	-1	-1.2
Cc1cc(C)n(C(=O)c2ccc(S(=O)(=O)N3CCOCC3)cc2)n1	/	5	-1	6	-2	-24	-6	26	0.89
O=C(NCc1ccco1)c1ccc(Cn2c(=O)c3sccc3n(Cc3ccc(F)cc3)c2=O)cc1	-3	14	2	5	4	-50	-6	-9	/
CC1CCc2c(sc(NC(=O)Cn3nc(C(F)(F)F)c4c3CCCCC4)c2C#N)C1 (configuration not stated)	24	/	-1	10	2	-29	-8	26	-0.65
CCCOc1ccc(C(C)(O)CN2CCOCC2)cc1 (configuration not stated)	2	9	2	-1	5	-3	0	-4	-0.71
CCOC(=O)N1CCN(C(=O)c2ccc3c(c2)ncn3C2CCCC2)CC1	-9	4[fluorescence artefact?]	5	-6	17	-13	4	13	0.12
COC(=O)CC(NC(=O)c1ccco1)c1cccc2ccccc12 (configuration not stated)	-2	13	-1	1	-28	29	-2	11	-0.5
Cn1c(=O)c2c(nc(SCC(=O)N3CCc4ccccc43)n2Cc2ccc(F)cc2)n(C)c1=O	-3	-10	-2	-2	/	33	0	11	/
Cn1c(=O)c2c(ncn2CC(=O)OCC(=O)NC2CCCc3ccccc32)n(C)c1=O (configuration not stated)	-4	6	3	-3	8	-6	1	-4	1.5
Cc1ccc(NC(=O)C(=O)c2c(-c3ccccc3)cc3ccccn23)cc1S(=O)(=O)N1CCOCC1	9	-11	0	-6	/	10	7	1	-1.6
OC(COc1ccc2ccccc2c1)Cn1cncn1 (configuration not stated)	-1	-32	-1	-6	-20	27	2	-5	0.65
CCOC(=O)c1cc(NC(=O)Nc2ccccc2OC)c(C)nc1C	10	-2	2	11	14	-21	-8	4	-2.3

Some of the entries above, reformatted.
Compound | F-actin modifier | ERa coact inh | FAK inh | PTPN22 act | HUVEC tox TNFa | IL1B cytotox | LYP inh 2 | VCAM1 TNFa inh | Pyk2 oligo antag
O=C(Cc1ccc(S(=O)(=O)N2CCCC2)s1)NC1CCCCCC1 | 9 | / | 6 | 9 | -13 | -3 | -9 | 1 | -0.48
COc1ccc(/C(O)=C/c2nc3ccccc3n(-c3ccccc3)c2=O)cc1 | 5 | 10[fluorescence artefact?] | -3 | 1 | -22 | 13 | 2 | -15 | 0.53

More results
SMILES	F-actin modifier	ERa coact inh	FAK inh	PTPN22 act	HUVEC tox TNFa	IL1B cytotox	LYP inh 2	VCAM1 TNFa inh	Pyk2 oligo antag
CCOc1ccc(C(=O)NCC(=O)OC2CCOC2=O)cc1OCC (configuration not stated)	1	5	-2	-6	-27	-109	8	6	1.6
CCOc1ccccc1OCCCCN1CCCC1	4	2	-7	-1	-14	0	4	19	-0.05
Cn1c(C(=O)NCC2CCCO2)cc2c(=O)[nH]c3ccccc3c21 (configuration not stated)	-3	-12	-1	6	-10	30	-5	-3	-1.3
O=C(NCCN1CCOCC1)c1cc(-c2ccc(Br)cc2)on1	-16	-4	5	1	-14	-31	-3	-3	0.14
O=C(OCC(=O)N1CCN(C(=O)c2ccco2)CC1)c1ccccc1OCc1ccccc1	14	-14	-3	-5	-74	-29	3	-9	1.7
Cc1ccc(C)c(NS(=O)(=O)c2c(C)ccc3nsnc23)c1	16	-8	4	-9	-2	-24	13	0	-0.79
CCCCCc1ccc(CC(=O)Nn2c(C)nc3ccccc3c2=O)cc1	15	3	-2	11	-23	2	-12	5	-1.3
COc1ccccc1C1CC(c2ccc(Cl)cc2Cl)Nc2nc(N)nn21 (configuration not stated)	18	11	1	-2	-5	-39	2	-2	/
CCn1c(SCC(=O)N2CCCC2)nc2ccccc2c1=O	11	-5	0	-4	-34	-32	2	2	0.08
N#CC1=C(SCc2ccccc2)NC(=O)CC1c1ccc(O)cc1 (configuration not stated)	8	-3	-1	4	-3	-16	-8	13	-1.6
O=C(CNC1CCCCC1)N1CCc2ccccc2C1	/	-4	1	-13	-4	16	16	6	0.16
CSc1ccc(Cl)c(C(=O)NCCOc2cc(C)ccc2C(C)C)c1	4	/	-6	-10	8	-25	14	-7	-0.35
Cc1oc2c(c1C(=O)c1ccccc1)C(=O)C(=O)c1ccccc1-2	7	-14[fluorescence artefact?]	30*	2	-7	-26	-1	5	-2.2
CCSc1ccccc1C(=O)Nc1cccnc1	-2	17	1	-9	-6	-68	8	3	1.4
O=C(NCC1CCCO1)c1c(O)c2cccc3c2n(c1=O)CC3 (configuration not stated)	-9	1	-1	3	-5	-17	-3	-15	0.2
CCn1nnnc1-c1ccc(OC)c(S(=O)(=O)Nc2ccc(C)c(C)c2)c1	-1	-7	0	6	5	-7	-5	8	/
c1ccc(-c2csc(N3CCOCC3)n2)cc1	/	-1	-1	9	-38	-10	-13	3	0.18
CN(C)c1cccc(C(=O)Nc2ccc(N3CCOCC3)cc2)c1	32*	/	1	0	-46	0	-2	1	-0.55
CCn1cnc2c1c(=O)n(CC(=O)N1CCc3ccccc31)c(=O)n2Cc1ccccc1	38	-8[fluorescence artefact?]	0	0	-14	-4	-1	4	1.2
COc1ccccc1N1CCN(C(=O)CSc2nc3ccccc3[nH]2)CC1	/	5	0	6	-15	-15	-5	12	0.16
COCCNC(=O)c1ccccc1-c1nc(-c2ccccc2Cl)no1	9	-22	1	-4	-28	-18	1	-34	0.05
CCNc1cc2n(c(=O)n1)CCc1cc(OC)c(OC)cc1-2	3	-8	3	8	-11	13	-10	-16	1.1
O=C(NC1CCCCCCC1)c1ccc2c(c1)OCO2	10	2	-9	-10	-8	-10	12	-5	-0.32
Cc1cc(OCCOc2cccc3cccnc23)c(C)cc1Cl	/	26[fluorescence artefact?]	0	-4	-20	21	6	13	-0.43
CN1CCN(P(=O)(c2ccccc2)c2nc3ccccc3s2)CC1 (configuration not stated)	6	-4	2	1	-30	-19	-3	17	0.32
COc1ccccc1S(=O)(=O)Cc1ccc(C(=O)NCc2cccs2)o1	28	-23	0	5	-33	0	-7	9	-0.06
COc1ccc(C2SCCN2S(=O)(=O)c2ccc(F)cc2)cc1OC (configuration not stated)	17	3	-5	0	-53	-43	-2	8	-0.73

Gathered by group: the entries above containing an NH in an aromatic ring (three)
SMILES	F-actin modifier	ERa coact inh	FAK inh	PTPN22 act	HUVEC tox TNFa	IL1B cytotox	LYP inh 2	VCAM1 TNFa inh	Pyk2 oligo antag
Cc1ccc2[nH]c(=O)c(CN(Cc3ccc4c(c3)OCO4)Cc3nnnn3Cc3ccco3)cc2c1	7	4	1	-9	-12	-19	6	11	0.3
Cn1c(C(=O)NCC2CCCO2)cc2c(=O)[nH]c3ccccc3c21 (configuration not stated)	-3	-12	-1	6	-10	30	-5	-3	-1.3
COc1ccccc1N1CCN(C(=O)CSc2nc3ccccc3[nH]2)CC1	/	5	0	6	-15	-15	-5	12	0.16
